Screens (PubChem)
MT1-MMP txn act: MT1-MMP promoter transcription activation | HT1080 MT1-MMP promoter luciferase reporter, luminescence, overnight; active compounds read high | activation factor at 10 µM | 86,000 tested, 0.16% active | AID 750;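 active = activation factor of at least 2 for MT1-MMP transcription at 10 µM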
Rev-RRE block: inhibitors of HIV-1 Rev-RRE RNA interaction; P05866; Rev peptide-RRE RNA binding, FRET; inhibition, % at 8 µM; 97,000 tested, 0.79% active;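 active = inhibition above the screen-wide mean plus 3 SD, cut at about 35% in these data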;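 note: 0% = median DMSO wells and 100% = median Neomycin B control wells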
Target sequence (P05866 whole entry, looked up): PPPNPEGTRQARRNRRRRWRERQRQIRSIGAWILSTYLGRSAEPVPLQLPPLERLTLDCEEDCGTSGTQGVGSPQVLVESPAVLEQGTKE
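Test system – labelled RRE RNA duplex and labelled Rev peptide · Signal – fluorescein-to-Cy5 FRET, 480 nm excitation · Evaluation – % inhibition of FRET ratio versus controls · Benchmarks – DMSO low control, neomycin B high control · Incubation – 5 min RNA-compound premix plus 15 min binding step, 25 °C · Medium – HEPES pH 7.5 salt buffer with EDTA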
PLAP act: activators of human placental alkaline phosphatase | AID 696 | 96,000 tested, 1.2% active | P05187 | activation fold at 20 µM | purified PLAP enzyme, luminescent substrate read-out; active compounds read high; in the data active = activation fold above about 2
PLK1 kinase inh: blocks human PLK1 kinase activity. P53350. recombinant PLK1 kinase, TR-FRET peptide phosphorylation. inhibition, % at 10 µM. 97,000 tested, 0.53% active. AID 619;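 active = inhibition of 50% or more in the single-concentration screen; inactive = inhibition below 50%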;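 note: 0% = DMSO max control and 100% = H-89 dihydrochloride min control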
S1P2 blocker: antagonists of human S1P2 receptor. O95136. cell-based S1P2 antagonist assay, inhibition at 5 uM. inhibition, % at 5 µM. 97,000 tested, 0.21% active. AID 736; in the data active = inhibition above about 45%;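 note: CRE beta-lactamase reporter cells expressing human S1P2 stimulated with S1P; 0% = agonist at EC80 alone and 100% = agonist plus reference antagonist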
EphB4 antag: antagonists of human EphB4-ephrin-B2 interaction; P54760; EphB4 LBD / TNYL-RAW-Alexa532 peptide, fluorescence polarization; inhibition, % at 7 µM; 97,000 tested, 0.15% active; AID 720;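 active = inhibition above the screen-wide mean inhibition plus 3 SD, cut at about 15% in these data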;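 note: 0% = DMSO wells and 100% = excess unlabeled TNYL-RAW peptide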
Target sequence (P54760 whole entry, looked up, the tested form may be a part): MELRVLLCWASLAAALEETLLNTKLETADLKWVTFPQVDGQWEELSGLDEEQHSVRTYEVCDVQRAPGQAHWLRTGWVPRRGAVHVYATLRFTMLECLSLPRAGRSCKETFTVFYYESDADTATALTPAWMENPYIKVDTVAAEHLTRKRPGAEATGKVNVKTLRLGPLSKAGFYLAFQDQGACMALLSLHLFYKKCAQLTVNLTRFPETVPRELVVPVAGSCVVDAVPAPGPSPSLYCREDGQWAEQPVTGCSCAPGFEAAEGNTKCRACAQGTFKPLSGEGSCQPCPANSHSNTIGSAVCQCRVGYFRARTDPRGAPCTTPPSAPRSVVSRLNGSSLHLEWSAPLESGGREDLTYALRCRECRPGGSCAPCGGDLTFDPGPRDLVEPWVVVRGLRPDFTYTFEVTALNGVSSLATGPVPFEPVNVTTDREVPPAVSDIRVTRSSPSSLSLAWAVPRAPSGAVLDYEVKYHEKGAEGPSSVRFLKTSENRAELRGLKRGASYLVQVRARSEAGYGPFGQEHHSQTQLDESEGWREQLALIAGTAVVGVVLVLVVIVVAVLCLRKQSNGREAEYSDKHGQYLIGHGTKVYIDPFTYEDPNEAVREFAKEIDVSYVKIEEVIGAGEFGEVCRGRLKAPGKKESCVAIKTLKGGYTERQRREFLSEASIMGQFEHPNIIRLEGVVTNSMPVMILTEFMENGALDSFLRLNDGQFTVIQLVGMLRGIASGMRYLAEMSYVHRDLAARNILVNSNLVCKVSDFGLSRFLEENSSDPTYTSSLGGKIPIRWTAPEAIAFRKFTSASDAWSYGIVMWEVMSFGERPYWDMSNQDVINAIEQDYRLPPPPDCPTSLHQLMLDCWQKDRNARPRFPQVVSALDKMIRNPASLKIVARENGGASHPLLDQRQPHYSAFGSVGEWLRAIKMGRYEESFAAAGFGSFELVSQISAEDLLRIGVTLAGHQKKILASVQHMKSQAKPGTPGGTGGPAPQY
Plk1 PBD FP: inhibitors of human Plk1 polo box domain binding. P53350. Plk1 PBD phosphopeptide binding, fluorescence polarization. inhibition, %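 (tested at about 20 µM)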. 97,000 tested, 0.13% active. AID 693; in the data active = inhibition above about 34%, passing the limit was not always enough
FAK blocker: inhibitors of human focal adhesion kinase. 97,000 tested, 0.84% active. inhibition, %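 (tested at 7 µM)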. Q05397. biochemical FAK kinase activity assay; in the data active = inhibition above about 19%;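 note: 0% = DMSO and 100% = reference compound high control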
S1P2 agonist: agonists of human S1P2 receptor | O95136 | S1P2-expressing cell line, agonist reporter read-out | activation, % at 4.5 µM | 97,000 tested, 0.46% active | AID 729; in the data active = activation above about 16%;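 note: 0% = vehicle low control and 100% = maximal reference agonist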
Active calls of the source: *; nt = not tested or not shown. An unsorted share of the library; about 3.9% have a hit in one of these screens.

Abbreviations: A = MT1-MMP txn act; B = Rev-RRE block; C = PLAP act; D = PLK1 kinase inh; E = S1P2 blocker; F = EphB4 antag; G = Plk1 PBD FP; H = FAK blocker; I = S1P2 agonist
O=C(NCCCN1CCN(c2ccccc2F)CC1)C1CC(=O)N(C2CCCC2)C1 (stereo unspecified)
  A: nt	B: 1	C: 1.5	D: -11	E: -1	F: -7	G: 15	H: -7	I: -4

COc1ccc(CCNC(=O)CCS(=O)(=O)c2ccc3c(c2)CCN3C(C)=O)cc1OC
  A: 1.1	B: 0	C: 1.1	D: -12	E: -2	F: -6	G: 20	H: -1	I: -9

CC(C)c1cc(C(F)(F)F)n2nc(C(=O)O)cc2n1
  A: 1.3	B: 0	C: 0.8	D: 8	E: 0	F: -5	G: 15	H: 0	I: -1

O=C(c1ccco1)N1CCN(c2ncnc3scc(-c4ccc(F)cc4)c23)CC1
  A: 1.2	B: 8	C: nt	D: -5	E: -14	F: -2	G: -10	H: 0	I: -1

Cc1ccc(S(=O)(=O)O/N=C2/CCCc3occc32)cc1
  A: nt	B: 0	C: 0.9	D: -5	E: 8	F: -1	G: 26	H: -9	I: -3

C=CCn1c(SCC(=O)c2ccccc2)nnc1-c1ccc2c(c1)OCO2
  A: 1.1	B: 5	C: 1.2	D: -10	E: -23	F: -3	G: -12	H: 2	I: -2

CCCCOn1c(C)c(C(=O)OCC)c2c3no[n+]([O-])c3ccc21
  A: 1	B: 6	C: 1.3	D: 0	E: 5	F: 4	G: 23	H: 6	I: -5

CCN1CCCC1CNC(=O)C1c2ccccc2C(=O)N(CCOC)C1c1ccc(F)cc1 (stereo unspecified)
  A: 1.5	B: 1	C: 1.4	D: -8	E: 21	F: -4	G: -5	H: 0	I: 1

CS(=O)(=O)Nc1ccc(C(=O)NCc2ccccn2)cc1
  A: 1	B: 10	C: 1	D: -8	E: -10	F: 5	G: -15	H: -3	I: -1

CCOC(=O)c1c(NC(C)=O)sc2c1C1CCN2CC1
  A: 1.2	B: -5	C: nt	D: -13	E: -35	F: -7	G: 0	H: 3	I: 1

CC(C)N1CC(C(=O)Nc2nc3ccccc3s2)CC1=O (stereo unspecified)
  A: 1.4	B: 6	C: 1.2	D: -10	E: 1	F: -3	G: 0	H: 1	I: 0

COc1ccc(C2Nc3ccccc3C(=O)N2Cc2ccco2)cc1COc1ccccc1F (stereo unspecified)
  A: 1.1	B: 13	C: 1.5	D: -10	E: -2	F: -3	G: -14	H: 1	I: 3

Cn1c(=O)oc2cc(S(=O)(=O)NC(Cc3ccccc3)C(=O)N3CCCCC3)ccc21 (stereo unspecified)
  A: 1.1	B: -2	C: 1.2	D: -21	E: 2	F: -13	G: -22	H: -5	I: -2

CCCC(=O)N(Cc1cc2ccccc2[nH]c1=O)c1ccccc1OC
  A: 1	B: -1	C: 1	D: -19	E: -2	F: -3	G: -10	H: 2	I: -1

Cc1ccc(N/C=C(\C#N)c2ccc(OCCCF)cc2)cc1
  A: 1.3	B: 0	C: 0.9	D: 4	E: -4	F: 2	G: -23	H: 0	I: -6

CCOC(=O)c1ccc(NC(=O)C(=O)NCc2ccncc2)cc1
  A: nt	B: 7	C: 0.9	D: -6	E: 21	F: 4	G: -6	H: 9	I: -2

Fc1ccc(C(c2nnnn2Cc2ccccc2)N2CCSCC2)cc1 (stereo unspecified)
  A: 1.1	B: 8	C: 1.1	D: -7	E: 17	F: 3	G: 4	H: 1	I: -4

COc1ccc(-c2nnc(N(C)C(=O)c3cccnc3)s2)cc1
  A: 1.3	B: 0	C: 1.3	D: -8	E: 3	F: -5	G: 6	H: 0	I: -3

O=c1c2c(-c3cccs3)csc2ncn1/N=C/c1ccc(OC(F)F)cc1
  A: nt	B: 11	C: 0.9	D: -11	E: 4	F: -6	G: -9	H: 2	I: -2

COc1cccc(C(O)CC(N)=O)c1 (stereo unspecified)
  A: 1	B: 2	C: 1	D: -12	E: -6	F: -8	G: -6	H: 1	I: 0

Cc1ccc(SCCN2C(=O)NC(C)(C)C2=O)cc1
  A: 0.9	B: -11	C: 1.4	D: -10	E: -20	F: -1	G: -10	H: -2	I: 0

COc1ccc(Cl)cc1NC(=O)c1nc2nc(C)cc(C(F)F)n2n1
  A: 1	B: -1	C: 0.8	D: -152	E: -11	F: -8	G: 18	H: 0	I: -2

Fc1c(F)c(F)c(CSc2nc3ccccc3[nH]2)c(F)c1F
  A: 1.5	B: 5	C: 1	D: -13	E: 1	F: 3	G: -8	H: -1	I: -2

COc1ccc2cc(C(c3nnnn3C(C)(C)C)N3CCc4ccccc4C3)c(=O)[nH]c2c1 (stereo unspecified)
  A: 1	B: 10	C: 1.3	D: -11	E: 3	F: 0	G: 12	H: 1	I: -2

CCc1ccc(C2C(C(C)=O)=C(C(=O)OC)Nc3nnnn32)cc1 (stereo unspecified)
  A: 1.1	B: 2	C: nt	D: -6	E: 4	F: 1	G: -20	H: -1	I: -4

COc1cc(SC#N)ccc1N=Cc1c(C)[nH]n(-c2ccc(C)cc2C)c1=O
  A: nt	B: 13	C: 1.6	D: -13	E: 10	F: 1	G: -15	H: -1	I: -9

COC(=O)c1ccc(C)c(NC(=O)c2c(-c3ccccc3)noc2C)c1
  A: 1.2	B: 4	C: 1.1	D: -8	E: 8	F: -8	G: 10	H: -1	I: 0

N#Cc1cn(CC(=O)N2CCc3ccccc3C2)c2ccccc12
  A: 1.1	B: 4	C: nt	D: -6	E: -3	F: 2	G: -24	H: 4	I: -6

N#CCC(=O)N1CCn2c1nc1ccccc12
  A: 1.1	B: 6	C: 0.8	D: -6	E: 0	F: -2	G: -16	H: -5	I: -3

O=C(c1ccc2ccccc2n1)N1CCN(c2ccccc2O)CC1
  A: 1.3	B: -1	C: 1.3	D: -14	E: 20	F: 3	G: -7	H: -3	I: -4

Cc1cccc(NC(=O)c2ccc3ccccc3n2)c1C
  A: 1.6	B: 19	C: 1.1	D: -7	E: 7	F: 3	G: -13	H: 3	I: -10

CCOC(=O)c1cc2c(c(CSc3nc4ccccc4c(=O)n3Cc3ccco3)c1)OCOC2
  A: 1	B: 6	C: 0.9	D: -10	E: -19	F: -2	G: -10	H: -1	I: -6

COC(=O)c1ccc(Cl)c(NC(=O)CN2CCN(C)CC2)c1
  A: 1.1	B: 3	C: 1.8	D: -12	E: -14	F: 4	G: -14	H: 0	I: -2

O=C(CSc1nnc(-c2cccnc2)n1Cc1ccccc1)NCc1ccco1
  A: 1.2	B: 1	C: 1.1	D: 0	E: 13	F: 2	G: -7	H: 1	I: -5

COc1cc2nc(NC(=O)c3ccccc3)[nH]c(=O)c2cc1OC
  A: 1	B: 5	C: 1	D: -9	E: -32	F: 3	G: -8	H: 1	I: 3

CCOC(=O)N1CCN(C(=O)C(C)n2nc(C)n3c(cc4sccc43)c2=O)CC1 (stereo unspecified)
  A: 1.3	B: 2	C: 1.2	D: 1	E: 11	F: 0	G: 13	H: -8	I: -5

O=C(COC(=O)c1ccco1)Nc1ccccc1
  A: 1	B: 0	C: 0.9	D: -9	E: -1	F: -7	G: -15	H: 0	I: -2

COc1ccc(S(=O)(=O)Cc2ccc(C(=O)N3CCN(c4ccccc4F)CC3)o2)cc1
  A: 1.1	B: 9	C: 1.5	D: 63*	E: 0	F: -2	G: -3	H: 4	I: -1

O=P(O)(O)CP(=O)(O)O
  A: 1.2	B: 6	C: 1.2	D: -4	E: 26	F: 2	G: 3	H: 0	I: -5

N#CCCN(CCC#N)C(=O)COc1ccc(Cl)cc1Cl
  A: 1	B: -1	C: nt	D: -9	E: -11	F: -2	G: -12	H: 1	I: 2

3 structures already listed, arranged by length of the SMILES, falling.
Abbreviations: A = MT1-MMP txn act; B = Rev-RRE block; C = PLAP act; D = PLK1 kinase inh; E = S1P2 blocker; F = EphB4 antag; G = Plk1 PBD FP; H = FAK blocker; I = S1P2 agonist
CCOC(=O)c1cc2c(c(CSc3nc4ccccc4c(=O)n3Cc3ccco3)c1)OCOC2
  A: 1	B: 6	C: 0.9	D: -10	E: -19	F: -2	G: -10	H: -1	I: -6

CCN1CCCC1CNC(=O)C1c2ccccc2C(=O)N(CCOC)C1c1ccc(F)cc1 (stereo unspecified)
  A: 1.5	B: 1	C: 1.4	D: -8	E: 21	F: -4	G: -5	H: 0	I: 1

Fc1ccc(C(c2nnnn2Cc2ccccc2)N2CCSCC2)cc1 (stereo unspecified)
  A: 1.1	B: 8	C: 1.1	D: -7	E: 17	F: 3	G: 4	H: 1	I: -4

New compounds follow.
Abbreviations: A = MT1-MMP txn act; B = Rev-RRE block; C = PLAP act; D = PLK1 kinase inh; E = S1P2 blocker; F = EphB4 antag; G = Plk1 PBD FP; H = FAK blocker; I = S1P2 agonist
CCc1cccc2c1NC(=O)[C@]21[C@@H]2C(=O)N(Cc3ccccc3)C(=O)[C@@H]2[C@@H]2CCCN21
  A: 1	B: 6	C: 1.5	D: 2	E: 21	F: -3	G: -17	H: 2	I: -7

Cc1ccc(-n2c(C)cc(/C=N/NC(=O)c3ccc(CN4CCOCC4)cc3)c2C)cc1
  A: nt	B: -1	C: 1.4	D: -14	E: 3	F: 11	G: -11	H: 1	I: -2

O=C(COC(=O)C1CC2C=CC1C2)NCc1ccco1 (stereo unspecified)
  A: 1.2	B: -9	C: 1.5	D: -12	E: 7	F: -3	G: 24	H: 30*	I: 0

O=[N+]([O-])c1ccc(Cl)cc1Sc1nc2ccccc2o1
  A: 1.2	B: 12	C: nt	D: -11	E: 3	F: 2	G: 12	H: -2	I: -3

Cn1/c(=N/N=C/c2ccc([N+](=O)[O-])cc2)sc2ccccc21
  A: nt	B: 58*	C: 0.8	D: -22	E: 24	F: 5	G: -24	H: 2	I: -4

Cc1ccc(/C=N/n2nnnc2N)cc1[N+](=O)[O-]
  A: nt	B: 8	C: 0.9	D: -9	E: 2	F: 0	G: -1	H: 7	I: -4

O=C(CSc1nnc(-c2ccccc2)n1Cc1ccccc1)NC1CC1
  A: 1.1	B: 2	C: 1.3	D: -5	E: 3	F: -1	G: -21	H: -1	I: -2

Cc1cccc2cc(CN(Cc3cccnc3)C(=O)c3ccccc3F)c(Cl)nc12
  A: nt	B: 7	C: 1.5	D: -12	E: 5	F: 0	G: -6	H: 0	I: -2

Cc1cc(NC(=O)c2cccnc2)ccc1NC(=O)c1ccco1
  A: 0.9	B: 3	C: 0.9	D: -9	E: -13	F: 5	G: 4	H: 3	I: -10

CC(C)Oc1cc(NC(=O)CSCC(=O)Nc2cccc(C(F)(F)F)c2)c(Cl)cc1Cl
  A: nt	B: 24	C: 0.8	D: -13	E: 2	F: 4	G: 4	H: 6	I: -3

CCNC(=O)CC1C(=O)N(c2ccc(F)cc2)C(=O)N1Cc1ccccn1 (stereo unspecified)
  A: 1	B: -1	C: 1	D: -15	E: -1	F: -3	G: 15	H: -1	I: -5

C=CCNC1=C(Cl)C(=O)N(c2ccccc2Cl)C1=O
  A: 1.1	B: -1	C: 0.9	D: -14	E: 15	F: -1	G: 4	H: -1	I: -2

O=C(Nc1cccc(Cl)c1)NC1CCCCC1
  A: 1.2	B: 7	C: 0.9	D: 2	E: 15	F: 5	G: -7	H: 2	I: -7

O=[N+]([O-])c1ccc(-c2nc3ccc([N+](=O)[O-])cc3[nH]2)cc1
  A: nt	B: 1	C: 1	D: 0	E: -1	F: 7	G: -21	H: 4	I: -7

Cc1ccc(NC(=O)/C(=C\C=C\c2ccccc2)NC(=O)c2ccccc2)cc1
  A: nt	B: 1	C: 1	D: -5	E: 0	F: -1	G: -7	H: -8	I: -6

O=C1C(Cl)=C(N2CCOCC2)C(=O)N1c1cccc(Cl)c1
  A: 1.1	B: 5	C: 1.2	D: -18	E: -9	F: -6	G: 31	H: -2	I: -3

CC(C)(C)NC(=O)CSc1nc(-c2ccccc2)c(-c2ccccc2)[nH]1
  A: nt	B: 10	C: 0.9	D: -11	E: -4	F: 4	G: -12	H: 5	I: -3

CCc1ccc(NC(=O)Cn2c(=O)n(CCCC(=O)NCc3ccco3)c(=O)c3ccccc32)cc1
  A: 1	B: 8	C: 0.9	D: -1	E: -1	F: 0	G: -17	H: -11	I: -2

CCOc1ccc(CC(=O)NCc2cn3c(C)csc3n2)cc1
  A: 1.1	B: -2	C: 0.9	D: 7	E: -11	F: -3	G: -8	H: -1	I: -8
